Source: PubChem (several laboratories)
NRP1-CendR mod = alters CendR peptide binding to human NRP-1 | AID 602438 | inhibition, % at 25 µM | 0.85% of 360,000 active | FAM-RPARPAR peptide binding to NRP-1, fluorescence polarization;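 active means inhibition or corrected inhibition above about 18%, plus a signal ratio from 0.5 to 1.5, limit read from the data, passing the limit was not always enough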; further: strong numbers were not always called active
E coli Lon inh = inhibitors of E. coli Lon protease. P0A9M0. purified E. coli Lon protease, fluorescence polarization. inhibition, % at 7.94 µM. 0.42% of 360,000 active. AID 602123; in the data active means inhibition above about 13%, passing the limit was not always enough;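 further: 0% = enzyme with probe and DMSO and 100% = no enzyme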
Target sequence (P0A9M0 whole entry, looked up): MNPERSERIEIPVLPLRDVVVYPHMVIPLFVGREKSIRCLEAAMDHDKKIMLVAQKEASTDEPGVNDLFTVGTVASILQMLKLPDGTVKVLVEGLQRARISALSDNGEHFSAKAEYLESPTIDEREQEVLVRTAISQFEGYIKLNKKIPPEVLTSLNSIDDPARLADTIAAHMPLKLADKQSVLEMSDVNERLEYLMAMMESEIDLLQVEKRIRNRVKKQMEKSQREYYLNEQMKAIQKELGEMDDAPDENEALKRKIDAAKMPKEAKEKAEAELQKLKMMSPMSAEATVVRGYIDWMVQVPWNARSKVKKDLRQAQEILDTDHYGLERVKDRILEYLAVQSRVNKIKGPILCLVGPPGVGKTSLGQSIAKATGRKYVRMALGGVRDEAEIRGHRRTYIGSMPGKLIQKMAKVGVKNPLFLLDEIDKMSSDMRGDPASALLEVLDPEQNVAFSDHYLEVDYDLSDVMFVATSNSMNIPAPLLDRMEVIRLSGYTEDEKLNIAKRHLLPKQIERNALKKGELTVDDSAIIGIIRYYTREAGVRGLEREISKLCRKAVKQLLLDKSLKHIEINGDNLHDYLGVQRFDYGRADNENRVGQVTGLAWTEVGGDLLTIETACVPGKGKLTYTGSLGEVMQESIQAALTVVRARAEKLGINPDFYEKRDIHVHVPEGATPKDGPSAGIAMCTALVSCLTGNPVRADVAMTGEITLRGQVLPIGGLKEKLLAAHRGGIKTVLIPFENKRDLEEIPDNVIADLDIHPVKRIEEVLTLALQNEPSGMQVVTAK
Neddyl block = inhibitors of human cullin neddylation. 0.58% of 360,000 active. calls only at 25 µM. TR-FRET cullin neddylation, biochemical. AID 651699. P61081+Q13564; in the data active means inhibition above about 36%
SKN-1 inh = blocks SKN-1 activity in C. elegans; 0.49% of 360,000 active; C. elegans VP596 Pgst-4::GFP/RFP ratio, acrylamide-induced, 24 h; inhibition, % at 21.8 µM;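 active means interference check ratio from 0.5 to 1.5 plus GFP to RFP signal ratio inhibition reaching or exceeding a fixed threshold, cut at about 30% in these data, passing the limit was not always enough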; further: some compounds called inactive have numbers as strong as hits
MT1-MMP act inh = MT1-MMP (human) activation inhibition; P50281; AID 651647; GFP/RFP ratio change, % at 20 µM; 0.061% of 360,000 active; HT1080 RFP-PRO-GFP cells, GFP/RFP ratio fluorescence, overnight; percent of plate control window, DMSO zero;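 active means GFP/RFP ratio change of at least 30% with cell ATP level not reduced by more than half and red fluorescence within 50% of control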; further: strong numbers were not always called active
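Assay system – RFP-PRO-GFP reporter HT1080 cells · Compound dosing – single dose of 20 µM compound, 1% DMSO final · Incubation – overnight compound exposure at 37 °C · Measure – GFP/RFP fluorescence ratio · Benchmarks – DMSO wells and RFP-L50D-GFP cells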
Rin1 Abl inh = blocks binding of human Rin1 to Abl. AID 588664. 0.4% of 360,000 active. inhibition, % at 7.35 µM. TR-FRET Rin1/Abl binding, biochemical; in the data active means inhibition above about 5%, passing the limit was not always enough
FAS TE block = inhibitors of human fatty acid synthase thioesterase domain | P49327 | recombinant FAS-TE, OMFH fluorogenic substrate, fluorescence endpoint | inhibition, % at 15 µM | 0.67% of 360,000 active;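 active means compounds whose normalised, plate-corrected inhibition of enzyme fluorescence in the single-dose primary screen is 50% or more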;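 further: 0% = DMSO with enzyme and 100% = substrate without enzyme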
MsrA act = bovine methionine sulfoxide reductase A activation; purified bovine MsrA, absorbance read-out; 0.3% of 360,000 active; activation, % at 10.6 µM; in the data active means activation above about 7.5%;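 further: 0% = vehicle and 100% = reference activator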
MsrA inhibitor = bovine MsrA inhibition; purified bovine MsrA, absorbance read-out; inhibition, % at 15.5 µM; 0.75% of 360,000 active; in the data active means inhibition above about 4.5%;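 further: 0% = vehicle wells with enzyme and 100% = reference inhibitor wells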
Numbers without * were called inactive.

`O=C1COc2ccc(S(=O)(=O)N3CCCC3)cc2N1` gave NRP1-CendR mod -4.2, E coli Lon inh 2.4, Neddyl block inactive, SKN-1 inh 10.7, MT1-MMP act inh -1.2, Rin1 Abl inh 1.3, FAS TE block -8.1, MsrA act -2.1 and MsrA inhibitor -1.2.
Screening CO/N=C(/c1nonc1N)N1CCN(c2ccc([N+](=O)[O-])cc2)CC1 returned NRP1-CendR mod 2.6, E coli Lon inh -1.2, Neddyl block inactive, SKN-1 inh -1.3, MT1-MMP act inh 3.8, Rin1 Abl inh 0.5, FAS TE block 5.3, MsrA act -3.9 and MsrA inhibitor 1.1.
Screening O=C(CN1C(=O)c2ccccc2S1(=O)=O)Nc1ccc(S(=O)(=O)Nc2ncccn2)cc1 returned NRP1-CendR mod 6.1, E coli Lon inh -1.3, Neddyl block inactive, SKN-1 inh 0.4, MT1-MMP act inh -3.6, Rin1 Abl inh 3.6, FAS TE block -7.0, MsrA act -2.1 and MsrA inhibitor -1.1.
For COc1cccc(-c2cnc(C(O)c3ccc(OC)c(F)c3)[nH]2)c1 (centres undefined) the results were NRP1-CendR mod -2.0, E coli Lon inh -2.3, Neddyl block inactive, SKN-1 inh -8.1, MT1-MMP act inh 5.7, Rin1 Abl inh 2.0, FAS TE block 2.0, MsrA act -5.2 and MsrA inhibitor 1.6.
Screening CCN(CC(=O)Nc1ccccc1C(F)(F)F)C(=O)CCc1ccccc1 returned NRP1-CendR mod -0.4, E coli Lon inh -10.0, Neddyl block inactive, SKN-1 inh 0.7, MT1-MMP act inh 1.3, Rin1 Abl inh 1.2, FAS TE block 0.5, MsrA act -1.5 and MsrA inhibitor -0.4.
`O=C(CN1C(=O)c2cccnc2Oc2ccc(Cl)cc21)NC1CCCCCC1` gave NRP1-CendR mod -3.0, E coli Lon inh -5.0, Neddyl block inactive, SKN-1 inh 15.5, MT1-MMP act inh -2.4, Rin1 Abl inh -2.5, FAS TE block 45.0, MsrA act -2.2 and MsrA inhibitor 1.1.
`CC(C)(C)n1ncc2c(=O)n(Cc3ccc(Cl)cc3)cnc21` gave NRP1-CendR mod 1.6, E coli Lon inh 0.6, Neddyl block inactive, SKN-1 inh 16.8, MT1-MMP act inh -1.3, Rin1 Abl inh 0.0, FAS TE block 19.1, MsrA act -2.3 and MsrA inhibitor 2.4.
`O=C(NCc1ccco1)c1ccc2c(=O)n(Cc3ccco3)c(SCC(=O)N3CCCC3)nc2c1` gave NRP1-CendR mod -21.6, E coli Lon inh -9.7, Neddyl block inactive, SKN-1 inh 0.8, MT1-MMP act inh 0.3, Rin1 Abl inh -4.8, FAS TE block 0.8, MsrA act -1.0 and MsrA inhibitor 0.9.
For CCCc1cc(=O)[nH]c(SCC(=O)Nc2ccccc2C#N)n1 the results were NRP1-CendR mod 6.4, E coli Lon inh -1.3, Neddyl block inactive, SKN-1 inh -0.8, MT1-MMP act inh 4.1, Rin1 Abl inh -0.3, FAS TE block -6.7, MsrA act 0.9 and MsrA inhibitor -1.4.
`CC(OC(=O)c1ccc(-c2ccc(O)cc2)cc1)C(=O)NC1CCCCC1C` (centres undefined) gave NRP1-CendR mod 2.7, E coli Lon inh 1.5, SKN-1 inh 1.0, MT1-MMP act inh 1.9, Rin1 Abl inh 4.5, FAS TE block 10.4, MsrA act 0.8 and MsrA inhibitor 0.2.
Screening CC(C)C(c1nnnn1Cc1ccc(F)cc1)N1CCN(C2CCCC2)CC1 (centres undefined) returned NRP1-CendR mod 11.2, E coli Lon inh 3.0, Neddyl block inactive, SKN-1 inh -2.1, MT1-MMP act inh -3.8, Rin1 Abl inh 2.3, FAS TE block -2.5, MsrA act -2.6 and MsrA inhibitor 1.6.
`CCN1C(=O)[C@H]2[C@@H](c3ccc(-c4ccc(Cl)c(Cl)c4)c(OC)c3)N[C@@](Cc3ccccc3)(C(=O)OC)[C@H]2C1=O` gave NRP1-CendR mod 5.6, E coli Lon inh 0.7, Neddyl block inactive, SKN-1 inh 2.6, MT1-MMP act inh -5.0, Rin1 Abl inh 2.4, FAS TE block 69.8*, MsrA act 0.6 and MsrA inhibitor 1.5.
Cc1cc(Cl)c2oc(C(=O)N3CCCCC3CCN3CCCC3=O)c(C)c2c1 (centres undefined) was read as NRP1-CendR mod 10.6, E coli Lon inh 5.0, Neddyl block inactive, SKN-1 inh -3.7, MT1-MMP act inh -3.1, Rin1 Abl inh 0.8, FAS TE block -3.8, MsrA act -6.7 and MsrA inhibitor -0.7.
`Cc1ccc(NC(=O)C2CCN(S(=O)(=O)c3ccc4c(c3)CCCC(=O)N4)CC2)cc1N(C)C` gave NRP1-CendR mod -0.6, E coli Lon inh 4.9, Neddyl block inactive, SKN-1 inh 4.7, MT1-MMP act inh 2.2, Rin1 Abl inh 2.0, FAS TE block -1.6, MsrA act -3.3 and MsrA inhibitor 0.3.
CC(=O)c1cccc(NC(=O)NCCc2ccc(Cl)cc2)c1 was read as NRP1-CendR mod 3.7, E coli Lon inh -2.0, Neddyl block inactive, SKN-1 inh -6.2, MT1-MMP act inh -4.6, Rin1 Abl inh -1.4, FAS TE block 7.2, MsrA act -7.9 and MsrA inhibitor 0.4.
For CCNC(=S)NNC(=O)c1cc(CC(C)C)nc2ccccc12 the results were NRP1-CendR mod -1.6, E coli Lon inh -7.1, Neddyl block inactive, SKN-1 inh 5.4, MT1-MMP act inh 0.2, Rin1 Abl inh -2.3, FAS TE block -3.0, MsrA act -1.1 and MsrA inhibitor 0.0.
For CCOc1ccccc1C(=O)Nc1ccc(S(=O)(=O)N2CCOCC2)cc1 the results were NRP1-CendR mod 1.4, E coli Lon inh -9.0, Neddyl block inactive, SKN-1 inh 8.6, MT1-MMP act inh 3.6, Rin1 Abl inh 4.8, FAS TE block 7.7, MsrA act 1.5 and MsrA inhibitor 2.2.
For CCC1Nc2ncnc(N3CCOCC3)c2N(Cc2ccccc2)C1=O (centres undefined) the results were NRP1-CendR mod -0.2, E coli Lon inh -1.3, Neddyl block inactive, SKN-1 inh -11.0, MT1-MMP act inh -3.7, Rin1 Abl inh 2.3, FAS TE block -17.3, MsrA act 0.6 and MsrA inhibitor 3.0.
Screening O=C(c1cccnc1)N1CCN(c2ccc3ccccc3n2)CC1 returned NRP1-CendR mod 14.2, E coli Lon inh 3.7, Neddyl block inactive, SKN-1 inh 3.1, MT1-MMP act inh 2.8, Rin1 Abl inh 3.8, FAS TE block -4.5, MsrA act -6.6 and MsrA inhibitor 1.9.
Screening COc1ccc(CNCC(O)COc2ccc(C(C)(C)c3ccccc3)cc2)cc1 (centres undefined) returned NRP1-CendR mod 4.0, E coli Lon inh 5.5, Neddyl block inactive, SKN-1 inh -4.1, MT1-MMP act inh 8.4, Rin1 Abl inh 1.0, FAS TE block -6.4, MsrA act -1.6 and MsrA inhibitor -0.6.
O=C(CO/N=C/c1cccc([N+](=O)[O-])c1)Nc1ccc2ccccc2c1 was read as NRP1-CendR mod -14.0, E coli Lon inh 3.4, Neddyl block inactive, SKN-1 inh -10.8, MT1-MMP act inh 3.5, Rin1 Abl inh -0.6, FAS TE block 22.5, MsrA act -2.0 and MsrA inhibitor 0.1.
Screening CCOC(=O)C1(C)CCCN(C(=O)c2cc(C)on2)C1 (centres undefined) returned NRP1-CendR mod 7.2, E coli Lon inh 7.0, Neddyl block inactive, SKN-1 inh -0.4, MT1-MMP act inh 2.5, Rin1 Abl inh -2.8, FAS TE block -11.0, MsrA act -6.4 and MsrA inhibitor -0.1.
`CC1CC(C)CN(S(=O)(=O)c2ccc(C(=O)N3CCN(c4ccccc4)CC3)cc2)C1` (centres undefined) gave NRP1-CendR mod 9.7, E coli Lon inh -4.3, Neddyl block inactive, SKN-1 inh -2.7, MT1-MMP act inh -13.0, Rin1 Abl inh 0.8, FAS TE block 26.0, MsrA act -0.1 and MsrA inhibitor -1.0.
Screening Cc1cccc(OCCSCc2nc3ccccc3[nH]2)c1 returned NRP1-CendR mod -7.2, E coli Lon inh -4.3, Neddyl block inactive, SKN-1 inh 9.9, MT1-MMP act inh -0.6, Rin1 Abl inh -1.7, FAS TE block 3.1, MsrA act 0.5 and MsrA inhibitor -0.2.
Screening O=C(NCC1CCCO1)C1CC(=O)N(c2ccc(F)c(Cl)c2)C1 (centres undefined) returned NRP1-CendR mod 8.1, E coli Lon inh 1.9, Neddyl block inactive, SKN-1 inh -23.8, MT1-MMP act inh -2.7, Rin1 Abl inh 0.8, FAS TE block -5.9, MsrA act -1.3 and MsrA inhibitor -0.3.
CC(C)(C)C(=O)NC(=S)NCCc1ccccc1 was read as NRP1-CendR mod 6.3, E coli Lon inh -4.7, Neddyl block inactive, SKN-1 inh -13.2, MT1-MMP act inh -8.4, Rin1 Abl inh 1.2, FAS TE block -10.4, MsrA act -12.9 and MsrA inhibitor 1.1.
`CCCn1c(C)cc(C(=O)CN2C(=O)c3ccccc3S2(=O)=O)c1C` gave NRP1-CendR mod -6.0, E coli Lon inh -5.9, Neddyl block inactive, SKN-1 inh 8.1, MT1-MMP act inh -0.1, Rin1 Abl inh -1.8, FAS TE block 0.3, MsrA act -2.0 and MsrA inhibitor 0.8.
For CSCCC(NC(=O)c1ccccc1)C(=O)N(C)CC(=O)Nc1ccc(N2CCOCC2)cc1 (centres undefined) the results were NRP1-CendR mod 11.2, E coli Lon inh -7.5, Neddyl block inactive, SKN-1 inh -12.3, MT1-MMP act inh 3.2, Rin1 Abl inh -2.1, FAS TE block 1.2, MsrA act -1.3 and MsrA inhibitor 0.6.
`O=S(=O)(NCCc1cn2ccccc2n1)c1ccc(F)c(C(F)(F)F)c1` gave NRP1-CendR mod -5.7, E coli Lon inh -4.9, Neddyl block inactive, SKN-1 inh 11.2, MT1-MMP act inh 3.4, Rin1 Abl inh 0.5, FAS TE block -0.3, MsrA act -2.4 and MsrA inhibitor 0.4.
`Cc1csc(SCC(=O)Nc2ncc(Cl)c(C)c2Cl)n1` gave NRP1-CendR mod 0.7, E coli Lon inh -1.3, Neddyl block inactive, SKN-1 inh 11.3, MT1-MMP act inh -0.5, Rin1 Abl inh -2.4, FAS TE block -3.6, MsrA act -1.9 and MsrA inhibitor -0.1.
`COc1ccc(C(C)C)cc1S(=O)(=O)N1CCC(C(=O)N2CCN(C)CC2)CC1` gave NRP1-CendR mod 6.9, E coli Lon inh 6.8, Neddyl block inactive, SKN-1 inh -3.4, MT1-MMP act inh 1.0, Rin1 Abl inh -3.6, FAS TE block -3.7, MsrA act -8.3 and MsrA inhibitor -0.9.
`CCCC(=O)NC(NC(=S)Nc1ccc(S(N)(=O)=O)cc1)C(Cl)(Cl)Cl` (centres undefined) gave NRP1-CendR mod -6.7, E coli Lon inh 5.5, Neddyl block inactive, SKN-1 inh -4.6, MT1-MMP act inh 4.5, Rin1 Abl inh -3.2, FAS TE block -8.5, MsrA act -1.4 and MsrA inhibitor 0.1.
Cc1cc(C)cc(Oc2ccccc2/C=C\C(=O)O)c1 was read as NRP1-CendR mod 5.9, E coli Lon inh -4.6, Neddyl block inactive, SKN-1 inh 5.4, MT1-MMP act inh -0.2, Rin1 Abl inh -4.5, FAS TE block -7.4, MsrA act 4.8 and MsrA inhibitor 0.3.
`Cc1sc2ncnc(NS(=O)(=O)c3ccc(Cl)cc3)c2c1C` gave NRP1-CendR mod -22.6, E coli Lon inh -15.6, Neddyl block inactive, SKN-1 inh -0.2, MT1-MMP act inh -0.7, Rin1 Abl inh 2.0, FAS TE block -1.7, MsrA act -2.9 and MsrA inhibitor -1.3.
For Cc1cc(C)n(CC(=O)NNC(=O)CCCOc2ccc(Cl)cc2C)n1 the results were NRP1-CendR mod 8.5, E coli Lon inh 5.0, Neddyl block inactive, SKN-1 inh -6.6, MT1-MMP act inh 2.2, Rin1 Abl inh -4.9, FAS TE block -2.3, MsrA act -2.4 and MsrA inhibitor -1.0.
